Compound activity deposited in PubChem BioAssay by several laboratories.
PHOSPHO1 block = inhibitors of human PHOSPHO1 phosphatase; Q8TCT1; recombinant PHOSPHO1, absorbance phosphatase assay; actives 1.1% (n = 290,000); inhibition, % at 13.3 µM; AID 1565; in the data active = inhibition above about 60%
Target sequence (Q8TCT1 whole entry, looked up): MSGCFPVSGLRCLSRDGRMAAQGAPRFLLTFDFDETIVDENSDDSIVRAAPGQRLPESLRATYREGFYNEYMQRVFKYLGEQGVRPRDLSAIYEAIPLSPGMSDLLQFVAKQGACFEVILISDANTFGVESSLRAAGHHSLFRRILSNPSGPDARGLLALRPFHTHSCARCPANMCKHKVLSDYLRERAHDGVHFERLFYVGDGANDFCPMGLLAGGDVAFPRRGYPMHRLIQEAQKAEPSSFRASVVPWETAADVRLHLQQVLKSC
HCV NS3 hel inh = blocks Hepatitis C virus NS3 helicase unwinding | NS3 helicase DNA unwinding, Cy5 molecular beacon fluorescence | inhibition, % at 10.9 µM | actives 0.56% (n = 290,000) | AID 1800;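 active = inhibition above the mean of all tested compounds plus 3 SD, set per campaign, cut at about 35% in these data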;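 also: 0% = DMSO wells and 100% = thioflavine S control wells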
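Control set: DMSO versus 110 µM thioflavine S; Material: NS3 helicase fragment of HCV; Measured by: Cy5 fluorescence at 0 and 60 min, beacon hairpin quenching; Read-out basis: percent inhibition from t60/t0 fluorescence ratio; Times: reaction time 60 min, 25 °C; Repeats: single replicate; Compound dosing: single dose, 10.9 µM nominal final, DMSO 0.8% final.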
FID counter = fluorescent intercalator displacement, NS3 helicase counter-screen. DNA fluorescent intercalator displacement, fluorescence. inhibition, % at 7.9 µM. actives 0.17% (n = 290,000); in the data active = inhibition above about 37%;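 also: 0% = vehicle and 100% = reference compound; higher means more ethidium bromide displaced from hairpin DNA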
V1R ag counter = V1a receptor agonism, counter-screen for OXTR agonists. P37288. CHO-V1R cells, Fluo-8 calcium fluorescence, agonist mode; 0% DMSO, 100% 3 nM vasopressin. activation, % at 3 µM. actives 0.25% (n = 320,000);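 active = activation above the mean activation of all tested compounds plus 3 SD, per screening run, cut at about 20% in these data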;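 also: signal is peak over basal fluorescence ratio across a 100 second FLIPR read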
GPR7 antag = antagonists of human GPR7 (neuropeptides B/W receptor 1); GPR7-expressing cells, fluorescence antagonist assay; AID 1861; inhibition, % at 4.4 µM; P48145; actives 1.1% (n = 290,000); in the data active = inhibition above about 16%, passing the limit was not always enough;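 also: cells stimulated with the agonist NPW; 0% = agonist with vehicle and 100% = vehicle without agonist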
Target sequence (P48145 whole entry, looked up): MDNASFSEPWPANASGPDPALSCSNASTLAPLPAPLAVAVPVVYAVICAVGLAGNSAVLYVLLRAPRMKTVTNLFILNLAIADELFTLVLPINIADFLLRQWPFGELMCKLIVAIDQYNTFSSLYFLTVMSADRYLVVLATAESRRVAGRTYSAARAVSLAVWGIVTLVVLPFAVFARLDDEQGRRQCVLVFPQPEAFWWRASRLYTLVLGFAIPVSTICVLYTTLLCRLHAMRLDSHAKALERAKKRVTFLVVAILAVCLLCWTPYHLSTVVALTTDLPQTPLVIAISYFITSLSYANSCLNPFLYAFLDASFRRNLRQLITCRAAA
VIM-2 inh = blocks Pseudomonas aeruginosa VIM-2 metallo-beta-lactamase. actives 0.89% (n = 290,000). inhibition, % at 5.6 µM. purified VIM-2, nitrocefin hydrolysis, epi-absorbance fluorescence. AID 1527;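 active = inhibition above the mean of all tested compounds plus 3 SD, cutoff set per screening run, cut at about 7.5% in these data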;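 also: red hydrolysis product quenches plate fluorescence so inhibitors raise well fluorescence; 0% = enzyme with DMSO and 100% = DMSO without enzyme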
OXTR agonist = agonists of human oxytocin receptor | P30559 | CHO-OTR cells, Fluo-8 calcium fluorescence; normalized: DMSO 0%, oxytocin 100% | activation, % at 3 µM | actives 0.32% (n = 320,000) | AID 2435;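 active = activation above the mean of all tested compounds plus 3 SD, cutoff set per screening run, cut at about 20% in these data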;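 also: peak over basal fluorescence ratio from a 100 s FLIPR kinetic read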
IMP-1 inhibitor = blocks Pseudomonas aeruginosa IMP-1 metallo-beta-lactamase. purified IMP-1, nitrocefin hydrolysis, epi-absorbance fluorescence. inhibition, % at 5.6 µM. actives 0.45% (n = 290,000). AID 1556;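 active = inhibition above the mean plus 3 SD of all compounds in the same screening run, cut at about 4.5% in these data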;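 also: 0% = IMP-1 with DMSO and 100% = DMSO wells lacking enzyme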
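Assay system: purified recombinant IMP-1 beta-lactamase. Input: IMP-1 0.2 nM before substrate addition. Buffer or medium: Zinc- and detergent-supplemented HEPES buffer, pH 7.1. Schedule: 25 °C, 15 min preincubation, 25 min reaction. Signal: Epi-absorbance fluorescence, 480 nm excitation, 530 nm emission. Evaluation: percent inhibition from optical density relative to buffer-blank wells.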
GalR3 antagonist = antagonists of human GalR3; O60755; HEK293 GalR3-CNG cAMP membrane potential fluorescence; galR3 body fused to GalR1 C-terminus; inhibition, % at 3 µM; actives 0.44% (n = 360,000); AID 651719;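 active = inhibition above the screen-wide average plus 3 SD, cut at about 13% in these data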;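 also: forskolin and galanin both at EC90 stimulate the cells; cAMP rise reported by CNG channel membrane potential dye signal; 0% = forskolin plus galanin with DMSO and 100% = forskolin alone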
Target sequence (O60755 1-299 limits assumed): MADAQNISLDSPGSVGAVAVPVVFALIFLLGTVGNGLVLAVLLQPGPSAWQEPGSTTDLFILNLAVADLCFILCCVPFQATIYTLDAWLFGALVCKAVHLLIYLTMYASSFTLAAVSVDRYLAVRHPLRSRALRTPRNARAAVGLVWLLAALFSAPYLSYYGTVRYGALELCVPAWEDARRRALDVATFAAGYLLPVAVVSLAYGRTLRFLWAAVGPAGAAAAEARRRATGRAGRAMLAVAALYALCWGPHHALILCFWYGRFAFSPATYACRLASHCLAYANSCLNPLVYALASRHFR
The depositor's hits bear a star; · = not tested or not shown.

SMILES,PHOSPHO1 block,HCV NS3 hel inh,FID counter,V1R ag counter,GPR7 antag,VIM-2 inh,OXTR agonist,IMP-1 inhibitor,GalR3 antagonist
CC(=O)c1c(C)[nH]c(C(=O)COC(=O)c2cc(S(=O)(=O)N(C)c3ccccc3)ccc2Cl)c1C,-12,-1,-16,5.1,-16,0.1,2.1,-1.8,2
Cn1c(Cl)cnc1C(O)(c1ccccc1)c1ccccc1,32,-2,-10,-0.7,-11,-2.4,-1.7,-5.0,-2
Cc1cc(C(=O)OCC(=O)Nc2nnc(C(C)C)s2)c2ccccc2n1,-4,-3,-1,1.8,8,-1.6,4.0,-3.4,-2
N#CCCN(C(=O)COC(=O)c1ccc2c(=O)n3c(nc2c1)CCC3)c1ccccc1,24,-15,-15,0.2,5,-4.9,-0.1,-2.0,4
Cc1nnsc1-c1nc2ccccc2[nH]1,-8,-2,-3,1.6,-1,-0.2,0.5,-2.2,-2
CC(=O)N(c1nc(CCl)cs1)c1c(C)cc(C)cc1C,-2,13,-4,0.2,-5,-2.7,0.6,-3.6,0
O=C(NCCc1ccc(Cl)cc1)c1nnc(Cc2ccc(Cl)cc2)o1,11,-5,1,0.2,-6,-1.6,-0.6,-0.2,-4
COc1ccc(-c2cn3cc(C(=O)NN)ccc3n2)cc1,54,-2,-13,0.1,-21,-3.6,-0.3,-4.0,-1
COc1ccc(S(=O)(=O)Nc2noc3ccccc23)cc1OC,25,13,-6,-0.5,-4,1.3,0.3,0.0,-1
O=C(O)C1(c2ccccc2)CCN(S(=O)(=O)c2ccc(Cl)cc2)CC1,14,2,-25,1.1,-9,-1.5,-0.6,-0.7,-9
OCCC1CN(Cc2cnc(-c3ccccc3)s2)CCN1C1CCCCC1 (stereo unspecified),33,-18,13,0.0,-1,-2.4,1.0,-2.8,-6
CCN(CC)c1ccc2c(c1)C(=O)N(C)C2=O,-4,11,-5,0.5,7,0.3,-0.5,-1.9,-2
Cc1nc2c3ccccc3nc(NNC(=O)CCC(=O)NCCN3CCN(c4ccccc4F)CC3)n2n1,32,1,-7,1.2,-13,-4.3,1.0,-3.1,·
Cc1nn(CCC(=O)NNC(=S)NCC(C)C)c(C)c1Br,22,11,-17,0.2,-7,-4.7,-0.2,-3.6,-8
COc1cc2c(c(OC)c1OC)-c1ccc(N(C)CC(OC)OC)c(=O)cc1[C@@H](NC(C)=O)CC2,40,17,-41,0.0,1,-2.1,0.9,0.3,-8
Cc1cc(OCc2cc(C(=O)N(C)CCc3cnn(C)c3)no2)cc(C)c1Cl,24,-9,-61,3.5,12,0.9,4.3,-1.5,0
CC(C)COCC(O)CCC(=O)NNC(=S)Nc1ccccc1 (stereo unspecified),-1,4,-2,0.7,-7,-3.1,0.6,-7.2,0
COc1cccc(OC)c1C(=O)NC(C)c1ccccc1 (stereo unspecified),-2,5,-3,0.5,-10,-3.4,0.7,-3.1,-3
Cc1cc(C)cc(NC(=O)Cn2cc(C=O)c3ccccc32)c1,4,29,-11,·,20,0.5,·,0.8,-10
O=C(NCCn1cc(SCC(=O)N2CCOCC2)c2ccccc21)c1ccccc1,10,-6,-13,2.7,-4,-3.8,-0.3,-0.9,·
CCn1cc(-c2csc(N)n2)c(C)n1,-5,6,0,0.6,-11,-1.2,0.2,-2.1,-5
CCOCCCNC(=O)C(NC(=O)Cc1c[nH]c2ccccc12)c1ccc(OC)cc1 (stereo unspecified),28,0,-15,0.1,-7,-1.3,-0.5,-2.0,1
Cc1ccc(OCC(=O)NCCNC(=O)c2ccncc2)cc1,30,5,-5,0.5,-10,-2.0,0.8,-1.8,-9
CN(CCOc1ccccc1)S(=O)(=O)c1ccc2oc3ccccc3c2c1,-6,-4,-3,3.0,3,0.7,3.8,-0.4,-1
COc1ccc(S(=O)(=O)N2CCN(C/C=C/c3ccccc3)CC2)cc1NC(C)=O,52,-13,-5,4.2,-3,-2.3,1.2,-1.4,0
COc1ccc(C(C#N)Nc2ccc(C)cc2)cc1 (stereo unspecified),2,7,1,0.2,-11,0.1,2.1,-0.5,-2
CN1CCN(P(=O)(c2ccccc2)c2nc3ccccc3s2)CC1 (stereo unspecified),-5,10,-2,0.8,-5,-2.1,0.8,-4.2,-5
Cc1ccccc1-n1nc(C)c2cc(C(=O)N3CCN(S(=O)(=O)c4ccc(Cl)cc4)CC3)sc21,3,6,1,0.1,-6,-1.8,0.5,-1.1,1
CCOc1ccc(S(=O)(=O)N(CC)CC(=O)NCc2ccco2)cc1C,31,-17,-35,2.0,-9,-0.3,-0.1,-0.3,-10
NC(=O)c1cc(NC(=O)c2ccc(NS(=O)(=O)c3cccs3)cc2)cc(C(N)=O)c1,39,-5,-5,-0.1,-7,-1.1,0.9,0.2,1

As entered above:
GPR7 antag, CCOCCCNC(=O)C(NC(=O)Cc1c[nH]c2ccccc12)c1ccc(OC)cc1 (stereo unspecified) stands at -7
PHOSPHO1 block, Cc1ccc(OCC(=O)NCCNC(=O)c2ccncc2)cc1 stands at 30

Following part
SMILES,PHOSPHO1 block,HCV NS3 hel inh,FID counter,V1R ag counter,GPR7 antag,VIM-2 inh,OXTR agonist,IMP-1 inhibitor,GalR3 antagonist
Oc1ccc(-c2[nH]nc(-c3ccccc3)c2-c2nc3ccccc3[nH]2)cc1,-17,-4,-7,-0.7,8,-2.0,-0.1,-2.9,-5
COc1ccc(-c2c(C)n([O-])c3c([n+]2=O)CCCCC3)cc1OC,30,3,0,0.7,-4,-1.7,1.1,-1.4,-4
O=C(Nc1ccc(F)cc1F)c1cc2ncc(CCCl)cn2n1,-1,11,-2,0.5,0,-4.5,-0.4,-1.7,0
Cc1ccc(S(=O)(=O)N(CC(O)CN2CCOCC2)c2cccc([N+](=O)[O-])c2)cc1 (stereo unspecified),20,-3,12,-0.2,-6,-1.7,-0.4,-3.4,-6
COc1cccc(NC(=O)CSc2nc3ncc(Br)cc3[nH]2)c1,-4,0,-6,6.5,-7,-0.3,3.0,-0.8,-10
COc1ccccc1C(=O)NCCOc1ccc(C(C)(C)C)cc1,39,-9,-36,3.7,-22,-2.5,-1.8,-2.0,1
CCOC(=O)C1=C(C)SC2=NS(=O)(=O)CCN21,-19,-4,-3,0.7,1,-1.4,0.9,-2.8,-5
COCC(C)n1c(C)cc(C(=O)CSc2nnnn2-c2ccc(O)cc2)c1C (stereo unspecified),27,15,-14,3.7,16,-1.0,3.0,-1.0,-2
O=C(Nc1ccc(F)cc1)C1CCC(N2C(=O)c3ccccc3C2=O)CC1 (stereo unspecified),-4,-7,-10,3.6,-4,-3.3,2.3,-2.6,-5
N#Cc1c(F)cccc1NCc1cccs1,47,-2,-3,-1.2,-19,-4.4,-4.2,-3.8,-1
c1ccc(-c2cccc(-c3ccccn3)n2)nc1,0,0,-4,-1.1,-6,-2.0,-1.0,-3.5,·
C/C(CC(=O)Nc1cc(C)ccn1)=N\NC(=O)c1cccc(F)c1,42,3,-9,1.0,-8,-2.9,-0.1,-1.0,-10
CC(C)(C)c1ccc(OC(=O)Cn2c(C(F)(F)F)nc3ccccc32)cc1,8,0,-6,0.7,9,-2.2,-0.8,-3.0,0
O=C(C1CCCN(c2nnc(-n3cccc3)s2)C1)N1CCN(c2ccccc2)CC1 (stereo unspecified),39,3,-23,1.3,-12,-0.7,-0.4,-3.7,1
CCOC(=O)C1CCN(Cc2nnc(-c3ccccc3C)o2)CC1,·,0,-22,5.5,-1,-3.9,2.6,-4.2,-10
CCNS(=O)(=O)c1ccc(NC(=S)NCc2ccco2)cc1,7,-1,-1,1.2,0,-2.1,0.1,-3.6,0
COCC(C)OC(=O)c1c(N)n(CCCN2CCOCC2)c2nc3ccccc3nc12 (stereo unspecified),28,6,-7,-0.1,-10,1.4,-0.8,-1.1,-6
CC(CN1CCOCC1)OC(=O)c1ccc(Cl)cc1Cl (stereo unspecified),24,-3,-9,0.0,-8,-1.4,-0.2,-3.5,-11
CCOC(=O)CNC(=O)Cn1cnc2c(nnn2-c2ccccc2)c1=O,15,9,-6,0.5,-5,-1.2,-0.1,-3.2,·
CCc1ccc(NC(=O)N(CCN2CCOCC2)Cc2ccc3c(c2)CCCN3CC)cc1,8,-11,12,-1.2,5,0.4,-1.7,-4.3,-4
CCOc1ccc2[nH]c(SCC(=O)OC)c([N+](=O)[O-])c2c1,32,-10,0,0.9,-2,-0.6,0.0,-3.1,20*
OCC1(c2cc(C(F)(F)F)n[nH]2)CCCCC1,-14,-2,1,1.1,-6,-1.1,1.3,-1.6,-3
O=C(CN1C2=NCCCN2c2ccccc21)c1cccc(Br)c1,-14,2,16,2.5,1,0.3,3.3,0.1,-3
CCCN1CCN(C(c2cc3cc4c(cc3[nH]c2=O)OCO4)c2nnnn2C(C)(C)C)CC1 (stereo unspecified),15,-3,12,1.7,0,0.2,1.1,-2.9,-1
Nn1c(SCC(=O)Nc2ccccc2)nnc1-c1cccnc1,11,2,0,0.7,-10,1.3,-0.6,-2.1,-2
O=c1cc(N2CCc3ccccc3C2)[nH]c(=O)n1-c1ccc(Br)cc1,8,0,-5,0.1,-5,-2.1,0.4,-0.9,-4
CCCOc1ccc(CC(=O)N/N=C\c2ccc(F)cc2)cc1,34,-5,-21,4.7,-8,-1.6,5.5,-3.1,-9
COc1cc2c(cc1OC)-c1cc(Nc3ccccc3C)nc(=O)n1CC2,33,-10,-28,-0.7,-33,-0.4,-1.9,-3.2,46*
O=C(CCCN1C(=O)C2CC=CCC2C1=O)Nc1ccccc1Cl (stereo unspecified),18,14,-12,0.3,-8,-4.2,-0.5,-5.2,-4
O=C(NCc1ccccc1)c1cc(=O)nc2sc(-c3ccccc3)nn12,26,-1,-8,·,3,-1.5,·,-0.7,-6
CCc1cc(-c2nc(N)ncc2-c2csc(C)n2)c(O)cc1OC,57,-4,-26,0.2,-20,-1.1,-0.8,-2.9,-5
Cc1ccc(NC(=O)c2ccccc2NS(=O)(=O)c2ccc(Cl)s2)cc1,-6,10,-17,8.7,11,-0.8,15,-1.2,17*
C=CCn1c(SCCC)nc2sc3c(c2c1=O)CCc1ccccc1-3,-6,60*,-13,1.2,-10,-0.6,-1.1,-1.2,-1
O=c1c2ccccc2nc(/C=C/c2ccc(Br)cc2)n1CCCO,11,-7,-32,3.5,-10,-1.6,-2.5,-2.9,-11
Cn1nnnc1SCC(=O)NNC(=O)c1ccc(Br)cc1,21,-13,-4,0.6,-8,-2.7,-0.3,-2.3,-3
Nc1ccccc1C(=O)NNC(=O)C(=O)/C=C(\O)c1ccccc1,37,14,-8,0.8,-10,-3.0,0.2,-1.6,6
